FBW7 activator – FBW7 E3 ligase activators, primary screen, biochemical, AlphaScreen, human; 0.13% of 650,000 active; AlphaScreen FBW7–phospho-cyclin E peptide binding, activator screen; normalized activity (activation), % at 26.1 µM; F-box/WD repeat-containing protein 7 (Homo sapiens), Q969H0; AID 1259310, 2017; in the data active = normalized activity above about 1.9%;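 note: purified mutant Fbw7 with reduced substrate affinity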
GPR151 activ – activators of human GPR151, primary screen, cell-based, PathHunter beta-arrestin, luminescence. 1% of 650,000 active. PathHunter beta-arrestin GPR151 cells. G-protein coupled receptor 151 (Homo sapiens), Q8TDV0. activation, % at 11.2 µM; in the data active = activation above about 4.9%;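 note: 0% = median of compound wells and 100% = cells with positive control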
Target sequence (Q8TDV0 whole entry, looked up): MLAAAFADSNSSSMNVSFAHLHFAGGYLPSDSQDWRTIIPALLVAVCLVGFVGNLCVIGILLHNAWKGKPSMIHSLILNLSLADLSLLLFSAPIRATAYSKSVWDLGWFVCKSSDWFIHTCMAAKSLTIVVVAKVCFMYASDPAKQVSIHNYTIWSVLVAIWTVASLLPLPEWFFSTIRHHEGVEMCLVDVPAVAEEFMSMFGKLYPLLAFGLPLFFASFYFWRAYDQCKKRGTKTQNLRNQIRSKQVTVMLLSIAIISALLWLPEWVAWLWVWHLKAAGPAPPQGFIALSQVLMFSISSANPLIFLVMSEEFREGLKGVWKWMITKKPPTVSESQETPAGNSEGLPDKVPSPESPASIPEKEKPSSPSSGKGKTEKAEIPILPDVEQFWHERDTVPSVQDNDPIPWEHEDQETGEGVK
MITF primary – MITF inhibitors, primary screen, biochemical, AlphaScreen, human. inhibition, % at 2.6 µM. Microphthalmia-associated transcription factor (Homo sapiens), O75030. AlphaScreen MITF homodimerization, bead proximity signal. 0.91% of 650,000 active; in the data active = inhibition above about 50%;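 note: 0% = vehicle wells with protein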
Target sequence (O75030 whole entry, looked up): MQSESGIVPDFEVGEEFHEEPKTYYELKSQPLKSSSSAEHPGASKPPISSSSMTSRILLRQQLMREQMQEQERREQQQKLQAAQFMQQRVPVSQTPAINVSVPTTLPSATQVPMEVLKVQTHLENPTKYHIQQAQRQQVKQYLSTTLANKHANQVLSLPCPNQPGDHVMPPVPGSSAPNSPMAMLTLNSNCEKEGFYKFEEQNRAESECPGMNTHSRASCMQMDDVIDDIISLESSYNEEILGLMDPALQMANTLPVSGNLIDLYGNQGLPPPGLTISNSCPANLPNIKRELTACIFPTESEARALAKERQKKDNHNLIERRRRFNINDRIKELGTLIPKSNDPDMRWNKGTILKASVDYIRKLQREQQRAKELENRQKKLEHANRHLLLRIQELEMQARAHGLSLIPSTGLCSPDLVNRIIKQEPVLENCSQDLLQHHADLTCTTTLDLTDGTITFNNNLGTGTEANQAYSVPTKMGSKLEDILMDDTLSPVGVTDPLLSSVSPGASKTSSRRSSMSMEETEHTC
TEAD-YAP block – TEAD-YAP interaction inhibition, primary screen, TEAD-YAP interaction inhibitor project, luminescence, HEK-TIYL cells | TEAD-Gal4/YAP UAS-luciferase luminescence | inhibition, % at 9.12 µM | 1.4% of 640,000 active; in the data active = inhibition above about 32%;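 note: 0% = median of test compound wells and 100% = reference inhibitor wells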
The depositor's hits bear a star; & = joins results of further samples; ! = repeats disagree.

Order of results – FBW7 activator	GPR151 activ	MITF primary	TEAD-YAP block
- CCc1cc2c(SCC(=O)Nc3ccc(Br)cc3)ncnc2s1
    0.1	-0.2	-5	10
- Cc1ccc(SCC(=O)Nc2ncn[nH]2)cc1
    0.1	-0.9	17	8
- COc1ccc(C(=O)c2ccc(OCC(C)C)cc2)cc1
    -0.1	0.8	3	-4
- CCC(=O)N1CCN(c2ccc([N+](=O)[O-])cc2F)CC1
    0.2	-0.2	38	8
- CCOC(=O)c1ccc(NC(=O)c2cc(C)ccc2C)cc1
    -0.1	2.0	-2	11
- O=C(NNC(=O)c1ccccc1)Nc1cccc(Cl)c1
    0.1	-0.9	5	-4
- CC(C(=O)N1CCC[C@@H]2CN(Cc3cccs3)CC[C@H]21)c1n[nH]c(=O)c2ccccc12 (stereo partly specified)
    -0.1	-2.0	2	-7
- CC1CCc2nn(CC(=O)NC3CCCc4ccccc43)cc2C1 (stereo unspecified)
    0.9	-1.1	-3	5
- COc1cc(Cl)c(C)cc1N1C(=O)[C@@H]2C[C@H]1CN2Cc1ccsc1
    -0.1	-0.4	9	5
- CC(C)c1ccc(NC(=O)CCN2C(=O)c3ccccc3C2=O)cc1
    0.4	-0.8	6	5
- COc1ccc(NC(=S)Nc2ccccn2)c(OC)c1
    -0.2	-0.6	-4	-36
- Cc1ccc(CN2CCN(CC(=O)N3CCc4ccccc43)C2=O)cc1
    -0.1	0.7	12	5
- O=C1CCCN1CCCNc1cc(NCc2nc3ccccc3[nH]2)ncn1
    0.0	0.3	2	1
- Cc1ccc(C(=O)N2CCOCC2)cc1
    0.7	0.1	10	4
- COc1ccc(NC(=O)CSc2ccc3nnc(-c4cccc(F)c4)n3n2)cc1OC
    -0.1	0.7	2	5
- CCOC(=O)c1c(NC(=O)CSc2nnc(CNC(=O)c3ccc(OC)c(OC)c3)n2C2CCCCC2)sc2c1CCC2
    0.2	2.1	-7	2
- CCOc1ccc(C(=O)Nc2ccc(C(=O)OC)cc2)cc1[N+](=O)[O-]
    0.0	1.5	17	2
- CN(CC(O)Cn1c(-c2ccccc2)c(-c2ccccc2)c2ccc3ccccc3c21)C1CCCCC1 (stereo unspecified)
    -0.9	-0.5	11	0
- NC1=NC2(CCCCC2)N(c2ccc(F)cc2)C(N)=N1
    0.0	1.9	-4	4
- CC(OC(=O)[C@@H](NC(=O)c1ccco1)C(C)C)C(=O)Nc1ncc(Cl)cc1Cl (stereo partly specified)
    -0.1	1.6	-2	3
- Cc1cc(C(=O)Nc2sc3c(c2-c2nc4ccccc4s2)CCC(C)C3)nn1C (stereo unspecified)
    -0.1	3.5	-2	4
- O=S(=O)(c1ccccc1Cl)N1CCC(c2nc3ccccc3[nH]2)CC1
    0.0	2.5	5	7
- Cc1nn(CCCC(=O)Nc2sc3c(c2C(N)=O)CCC(C)C3)c(C)c1[N+](=O)[O-] (stereo unspecified)
    0.1	0.1	-18	-2
- O=C(Nc1ccc2c(c1)OCO2)c1cnn2cc(Br)cnc12
    0.0	1.8	-2	-2
- CCN(CC)c1ccc(/C(C)=N\NC(N)=S)c(O)c1
    -1.9	-0.2	41	11
- COC(=O)c1sc2cc([N+](=O)[O-])cc(Sc3ccccc3)c2c1NC(C)=O
    0.0	-0.9	2	12
- Cc1ccc(/C=N/n2c(-c3ccncc3)n[nH]c2=S)o1
    0.0	4.2	5	4
- CNc1ncnc2sc(C(=O)N3CCCC3)c(C)c12
    0.2	1.6	9	0
- CC12CCC(C(=O)O)(c3nc4ccccc4nc31)C2(C)C (stereo unspecified)
    0.3	-0.5	8	5
- Cc1ccc(Cn2c3ccccc3c3cnn(CC(=O)N4CCCC4)c(=O)c32)cc1
    0.0	-0.3	11	11
- CC(=O)C1=C(O)C(=O)N(c2ccc(S(=O)(=O)Nc3nccs3)cc2)C1c1ccc([N+](=O)[O-])cc1 (stereo unspecified)
    0.0	-0.3	13	7
- O=C1OC(c2ccccc2F)=N/C1=C\c1cccc(C(F)(F)F)c1
    0.1	0.5	2	-4
- Clc1ccccc1/C=N/Nc1nc(NCc2ccccc2)nc(N2CCOCC2)n1
    0.0	0.0	7	3
- CCOC(=O)COc1ccc2c(=O)c(Oc3cnn(-c4ccccc4)c3)c(C)oc2c1C
    0.1	-1.0	6	-3
- CCN1CCN(C(=O)c2ccc(N3CCC(NCc4nonc4C)CC3)cc2)CC1
    -0.1	1.5	2	-13
- COc1ccc(C2C(C(=O)NCCN(C)C)c3ccccc3C(=O)N2C)cc1OC (stereo unspecified)
    0.0	-0.9	8	10
- CCOCCOC(=O)C1=C(C)NC2=C(C(=O)CC(c3ccc(OC)cc3)C2)C1c1cc(Cl)c(O)c(OC)c1 (stereo unspecified)
    -0.2	-1.0	-4	11
- Cc1ncc2c(c1CNC(=O)c1ccoc1C)CCN(C(=O)c1cn3ccsc3n1)C2
    -0.3	1.8	1	-4
- Cc1ccc(S(=O)(=O)N(CC(N)=O)Cc2c(F)cccc2Cl)cc1
    -0.2	-0.5	-11	1
- CCOC(=O)C1=C(C)N=c2s/c(=C\c3cccc(OC)c3)c(=O)n2C1c1ccccc1 (stereo unspecified)
    0.4	0.8	21	-3
- O=C(Cn1ncc2c(=O)oc3ccccc3c21)N1CCN(Cc2ccccc2)CC1
    0.0	1.3	-4	-8
- Cc1cc(C=C(C#N)C#N)c(C)n1-c1ccc(Cl)cc1
    0.1	0.8	13	-5
- O=C(N/N=C/c1ccc2c(c1)OCO2)c1ccc(NCc2ccc3c(c2)OCO3)cc1
    0.0	0.3	11	3
- CCOC(=O)[C@H]1O[C@@H]1C(=O)N[C@@H](CC(C)C)C(=O)NCCC(C)C
    0.0	0.0	-8	2
- O/N=C(\CCc1ccccc1)C1(O)CCCCC1
    0.5	0.0	24	-1

A draw from above in order of molecular weight, largest number first.
Order of results – FBW7 activator	GPR151 activ	MITF primary	TEAD-YAP block
- CCOCCOC(=O)C1=C(C)NC2=C(C(=O)CC(c3ccc(OC)cc3)C2)C1c1cc(Cl)c(O)c(OC)c1 (stereo unspecified)
    -0.2	-1.0	-4	11
- CC(=O)C1=C(O)C(=O)N(c2ccc(S(=O)(=O)Nc3nccs3)cc2)C1c1ccc([N+](=O)[O-])cc1 (stereo unspecified)
    0.0	-0.3	13	7
- CCOC(=O)C1=C(C)N=c2s/c(=C\c3cccc(OC)c3)c(=O)n2C1c1ccccc1 (stereo unspecified)
    0.4	0.8	21	-3
- Clc1ccccc1/C=N/Nc1nc(NCc2ccccc2)nc(N2CCOCC2)n1
    0.0	0.0	7	3
- O=C(N/N=C/c1ccc2c(c1)OCO2)c1ccc(NCc2ccc3c(c2)OCO3)cc1
    0.0	0.3	11	3
- CCN1CCN(C(=O)c2ccc(N3CCC(NCc4nonc4C)CC3)cc2)CC1
    -0.1	1.5	2	-13
- COc1ccc(C2C(C(=O)NCCN(C)C)c3ccccc3C(=O)N2C)cc1OC (stereo unspecified)
    0.0	-0.9	8	10
- O=C(Cn1ncc2c(=O)oc3ccccc3c21)N1CCN(Cc2ccccc2)CC1
    0.0	1.3	-4	-8
- CCOC(=O)[C@H]1O[C@@H]1C(=O)N[C@@H](CC(C)C)C(=O)NCCC(C)C
    0.0	0.0	-8	2
- Cc1cc(C=C(C#N)C#N)c(C)n1-c1ccc(Cl)cc1
    0.1	0.8	13	-5
- O/N=C(\CCc1ccccc1)C1(O)CCCCC1
    0.5	0.0	24	-1

Other results follow:
Order of results – FBW7 activator	GPR151 activ	MITF primary	TEAD-YAP block
- CCOC(=O)c1c(NC(=O)COc2ccc(Cl)cc2)sc(C(=O)Nc2ccc(OC)cc2)c1C
    -0.1	0.2	40	-2
- Cc1cc(C)n(CCN2C(=O)c3cccc(N4CCN(CC5CC=CCC5)CC4)c3C2=O)n1 (stereo unspecified)
    0.2	0.0	18	-6
- CN(Cc1cnn(C)c1)C(=O)c1cc2ccccc2oc1=O
    0.0	-0.1	-2	-10
- O=C(NCCC1=CCCCC1)C1CCCN(C(=O)N2CCOc3ccccc32)C1 (stereo unspecified)
    -0.1	-0.2	5	11
- COc1ccc(OC(C)C(=O)Nc2cc(C)cc(C)c2)cc1 (stereo unspecified)
    0.0	1.5	1	1
- O=C(C1CCN(c2ncnc3c2sc2cccc(F)c23)CC1)N1CCCC1
    0.2	-0.8	14	8
- Cc1ccc(F)c(CN[C@H]2C[C@H]3C(=O)N[C@@H](Cc4ccc(Cl)cc4)C(=O)N3C2)c1
    0.0	-0.6	-5	8
- COC(=O)C1(CO)NC(c2ccccc2F)C2C(=O)N(C)C(=O)C21 (stereo unspecified)
    0.1	-0.3	10	-6
- O=C1NC2(CCN(C(=O)c3cccc4ncccc34)CC2)Oc2ccccc21
    0.1	-0.6	17	2
- C=CCSC1=C(C#N)C(c2ccccc2)C(C(=O)OC)C(=O)N1 (stereo unspecified)
    0.2	-0.1	3	2
- O=C1CC[C@@H](C(=O)N2CCC(CO)(CCc3ccccc3)CC2)N1
    0.2	0.8	-7	0
- COc1cccc(-c2cc(C(=O)Nc3c(C)cccc3C)c3ccccc3n2)c1
    0.0	-0.8	1	18
- CC(=O)c1ccc(NC(=O)CSc2nnc(NC(=O)C3CCCCC3)s2)cc1
    0.3	-1.1	3	-4
- NC(=O)c1ccc(NC(=O)COC(=O)c2nc(Cl)ccc2Cl)cc1
    0.0	-0.3	-9	6
- O=C(Nc1ccc(-c2nc3ccccc3o2)cc1)c1cc(I)ccc1Cl
    0.0	7.4*	7	-15

Retrieved one by one from above, 2 records:
Order of results – FBW7 activator	GPR151 activ	MITF primary	TEAD-YAP block
- COc1cccc(-c2cc(C(=O)Nc3c(C)cccc3C)c3ccccc3n2)c1
    0.0	-0.8	1	18
- CC(=O)c1ccc(NC(=O)CSc2nnc(NC(=O)C3CCCCC3)s2)cc1
    0.3	-1.1	3	-4

Further results follow:
Order of results – FBW7 activator	GPR151 activ	MITF primary	TEAD-YAP block
- CCN=C1SC(CC(=O)Nc2sc(C)c(C)c2C(=O)OC)C(=O)N1CC (stereo unspecified)
    -0.2&0.1	6.0*!	-10&-3	3&-1
- COc1cc(C(=O)Nc2ccc3nn(-c4cccc5ccccc45)nc3c2)cc(OC)c1OC
    0.7	1.9	23	4
- CCc1cc(-c2cn[nH]c2)ccc1NC(=O)C1COc2ccccc2O1 (stereo unspecified)
    0.0	-0.3	14	-14
- COc1cc(C)c(C)cc1S(=O)(=O)Nc1ccc(-c2ccc(N3CCC(C)CC3)nn2)cc1
    0.3	4.2	8	4
- CCCn1cnc2sc(C(=O)Oc3ccc(Cl)cc3)c(C)c2c1=O
    0.0	-0.2	11	2
- COc1cc(C(=O)NCC(=O)O)ccc1OC(F)F
    -0.1	-0.9	-9	10
- CCOc1ccccc1N1CCN(S(=O)(=O)c2ccc(OC)cc2)CC1
    0.0	-0.3	6	-2
- COc1ccc(C=Nc2ccc([N+](=O)[O-])cc2)cc1O
    0.8	-1.0	5	-8
- Cc1nc2ccccn2c1C(=O)N1CCC2(CC1)OCCO2
    0.0	-1.1	-6	4
- O=C(COC(=O)c1cc(I)ccc1O)c1ccc(F)cc1
    0.0	-0.4	5	-6
- CCOC(=O)c1cc2c(c(CSc3nc4ccccc4c(=O)n3CCC(OCC)OCC)c1)OCOC2
    0.0	-0.8	6	3
- O=C(CCc1c[nH]c2ccccc12)Nc1nc2ccccc2[nH]1
    -0.1	-0.8	-6	-26
- N#Cc1ccc(COC(=O)C2=NNC(=O)CC2)cc1
    0.3	-1.0	9	-7
- CCOC(=O)CSc1nnc2c(n1)[nH]c1c(OC)ccc(Cl)c12
    -0.1	-0.7	1	-6
- CN1CCc2cc(CN(CC3CCCO3)C(=O)NC(=O)C(C)(C)C)ccc21 (stereo unspecified)
    -0.1	1.6	12	12
- O=C(O)C1CCN(c2ncnc3c2sc2cccc(F)c23)CC1
    0.5	1.6	6	-39
- O=C(CNC(=S)N(Cc1ccccc1F)C1CCCCC1)NCC1CCCO1 (stereo unspecified)
    -0.1	-0.1	-5	5
- Nc1nc(-c2cc3cc(Br)ccc3oc2=O)cs1
    0.0	-7.1	6	-67
- C[C@H]1CN(C(=O)c2cc(-c3ccco3)on2)[C@@H](C)CN1Cc1ccco1
    0.0	-0.8	1	-2
- O=C(CCC(=O)N(CC(=O)NC1CCCCC1)c1ccccc1F)Nc1nccs1
    0.0	-1.0	5	9
- Cc1c(Cl)cccc1NC(=O)CC(C)S(=O)(=O)c1ccc2c(c1)SCC(=O)N2 (stereo unspecified)
    -0.1	-0.1	3	6
- CCNc1nc(NCC)n2c(SCC(=O)Nc3ccc(OC)cc3[N+](=O)[O-])nnc2n1
    0.0	0.7	13	2
- N#C/C(=C\c1ccc([N+](=O)[O-])cc1)C(=O)Nc1sc2c(c1C(N)=O)CCCC2
    -0.1	-0.8	-9	1
- COc1ccc(C(=O)/C=C/c2ccc3c(c2)OCO3)c(F)c1
    0.1	0.1	14	-16
- CC(C)c1ccc(C(=O)NCCCN(C)C)cc1
    0.1	0.0	22	-5
- O=C(Nc1ccccc1Cl)c1cnn2cccnc12
    0.0	-2.2	-1	-56
- Cc1cccc(NC(=O)CSc2nc3ccc(NC(=O)c4cccc5ccccc45)cc3s2)c1C
    0.0	1.4	1	4
- COc1ccccc1C(=O)NCC(c1ccco1)N1CCc2ccccc2C1 (stereo unspecified)
    0.1	0.0	-20	-16
- CCCNC(=O)Cn1nc2c(c1NC(=O)C13CC4CC(CC(C4)C1)C3)CSC2
    0.1	-0.7	7	12
- Cc1ccc2nsnc2c1S(=O)(=O)NCc1cccnc1
    0.0	-0.8	5	6
